mcGAS RapidFire – mouse cGAS inhibition by mass spec; Q8C6L5; recombinant mouse cGAS, cGAMP by RapidFire MS; inhibition, % at 12.5 µM; actives 0.18% (n = 130,000);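 active means inhibition of cGAS enzyme activity at or above 60%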;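 further: enzyme stimulated by 45 bp dsDNA with ATP and GTP substrates; cGAMP share of summed cGAMP plus half ATP and half GTP signals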
Target sequence (Q8C6L5 whole entry, looked up): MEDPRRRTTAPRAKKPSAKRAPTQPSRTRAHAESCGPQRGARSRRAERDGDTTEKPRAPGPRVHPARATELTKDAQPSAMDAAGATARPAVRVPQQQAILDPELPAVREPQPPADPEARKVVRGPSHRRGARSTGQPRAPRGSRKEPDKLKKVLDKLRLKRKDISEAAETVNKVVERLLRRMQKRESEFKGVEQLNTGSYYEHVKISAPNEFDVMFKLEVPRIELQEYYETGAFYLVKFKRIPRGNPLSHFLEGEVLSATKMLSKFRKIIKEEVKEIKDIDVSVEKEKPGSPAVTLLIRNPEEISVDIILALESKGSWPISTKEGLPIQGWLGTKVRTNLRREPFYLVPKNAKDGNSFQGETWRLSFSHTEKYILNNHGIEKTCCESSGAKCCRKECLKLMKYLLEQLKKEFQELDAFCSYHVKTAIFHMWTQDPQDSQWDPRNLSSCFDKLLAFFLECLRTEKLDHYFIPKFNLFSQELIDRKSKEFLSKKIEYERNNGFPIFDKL
Starred values were filed as active, the others as inactive; & = joins results of further samples. These rows are one share of the data; the hit share may differ from the screen's.

SMILES	mcGAS RapidFire
CC1(C)C2([N+](=O)[O-])CN3CC1([N+](=O)[O-])CN(C2)C3c1ccccc1F (stereo not given)	-14.2
O=c1c2nnn(-c3cccc(Cl)c3)c2ncn1C/C=C/c1ccccc1	6.5
COc1ccc(C(=O)N2CCCC(CO)(CCOc3ccccc3)C2)c(OC)n1 (stereo not given)	-8.1
Cc1cc(C)c2c(c1C(=O)NCCCOc1cccc([N+](=O)[O-])c1)CC(C)(C)C2=O	8.4
CC(C)[C@H]1CC[C@H](C)C[C@@H]1OCC(=O)N1CCN(C(=O)c2cc(-c3ccccc3)nc3ccccc23)CC1	1.8
COc1ccc(CNC(=O)C(=O)NCC2OCCCN2S(=O)(=O)c2cc(C)ccc2C)cc1 (stereo not given)	-3.5
Cc1ccc(-c2nc(NC(=O)c3cccc(S(C)(=O)=O)c3)n[nH]2)cc1	-23.5
COc1ccc(N(C(C)=O)c2nc(C=C3N=C(c4ccc(F)cc4)OC3=O)cs2)cc1	-4.8
CC(=O)NC1CCN(C(=O)c2ccc(OC(CCN(C)C)c3ccc(-c4ccccc4)cc3)cc2)C1 (stereo not given)	-7.8
Cc1cc(C)c(C)c(S(=O)(=O)N2c3ccccc3CC2C)c1C (stereo not given)	-3.1
Cc1cc(C)cc(N2CCCn3c2nc2c3c(=O)n(CCN3CCCCC3)c(=O)n2C)c1	-3.9
CCC(=O)Nc1nc(-c2ccc(Cl)cc2)cs1	1.0
O=C(O)CCCn1cc(NC(=O)c2ccc(Br)o2)cn1	5.4
CCn1c(C2CCN(C(=O)Cn3nc4ccccc4n3)CC2)nn(C)c1=O	-18.8
CC(c1ccco1)N(C)Cc1cccc(C(=O)Nc2nccn2C)c1 (stereo not given)	-1.8
COc1cccc(C(=O)Nc2c3c(nn2-c2nc4ccccc4s2)CCC3)c1OC	-3.8
COc1ccc(CN(C)CC2CCCCO2)c(OC)c1OC (stereo not given)	-33.0
O=C(C=CN(C1CCCCC1)C1CCCCC1)C(F)(F)F	-1.6
COC(=O)c1sccc1NC(=O)c1oc2ccccc2c1C	-6.1
CN(C)C(=O)c1ccc2c(c1)N(C)C(CC(=O)NCc1ccno1)CO2 (stereo not given)	0.5
CCOC(=O)N/N=C1/CC(C(=O)OC)CS1 (stereo not given)	-11.4
CC(C)C(=O)C1=C(O)C(=O)N(c2cccc(C(=O)O)c2)C1c1cccc(Cl)c1 (stereo not given)	11.2
Clc1ccc(Nc2nc(C3CC3)cs2)cc1	5.2
Nc1cc(C(F)(F)F)ccc1O	-3.2
CC(C)c1cc(C2CCN(C(=O)Cc3noc4ccccc34)CC2)[nH]n1	-15.0
O=C(Nc1ccc(-c2ccn[nH]2)cc1)C1CCCN(Cc2cccnc2)C1 (stereo not given)	-3.3
Cc1ccc(-n2nnnc2-c2c[nH]c3ccccc3c2=O)cc1	-6.4
CON=C(CCC(=O)O)c1cccs1	-0.2
COC(=O)C1Cc2nc[nH]c2CN1Cc1ccc(Sc2ncccn2)o1 (stereo not given)	3.1
CCOC(=O)c1sc(=NC(=O)c2ccc(F)cc2)n(C)c1C	-2.7
O=C(O)Cc1cc(Cl)cc(Cl)c1Sc1ccccc1	-8.2
CCOc1cc(C)c(C)cc1S(=O)(=O)NCc1ccco1	8.1
Cc1nc(NCCNS(=O)(=O)c2ccc(F)cc2)cc(N2CCCC2)n1	0.4
N=C1/C(=C/c2ccc(OC(=O)c3cccs3)cc2)C(=O)N=C2SC(C(F)(F)F)=NN12	12.7
Nc1nc2c(=O)[nH]nc(-c3ccccc3)c2s1	-5.8
O=C(Nc1ccccc1)c1cc(S(=O)(=O)NCc2ccccc2)ccc1Br	4.5
CCC(=O)Nc1cccc(C(=O)NCc2ccccc2-n2ccnc2)c1	-2.8
Cc1cc(CC(C)NC(=O)c2cnc(-c3cccnc3)nc2)n[nH]1 (stereo not given)	-9.0
COc1ccccc1N=C1NN=C(c2c[nH]c(C(=O)N3CCCC3)c2)CS1	0.1
COc1cccc(CN2C(=O)c3cnn(-c4cccc(OC)c4)c3C2C)c1 (stereo not given)	-6.2

Part of the list above in order of SMILES length, largest number first:
SMILES	mcGAS RapidFire
N=C1/C(=C/c2ccc(OC(=O)c3cccs3)cc2)C(=O)N=C2SC(C(F)(F)F)=NN12	12.7
CC(C)C(=O)C1=C(O)C(=O)N(c2cccc(C(=O)O)c2)C1c1cccc(Cl)c1 (stereo not given)	11.2
COc1ccccc1N=C1NN=C(c2c[nH]c(C(=O)N3CCCC3)c2)CS1	0.1
CC(C)c1cc(C2CCN(C(=O)Cc3noc4ccccc34)CC2)[nH]n1	-15.0
O=C(Nc1ccccc1)c1cc(S(=O)(=O)NCc2ccccc2)ccc1Br	4.5
Cc1nc(NCCNS(=O)(=O)c2ccc(F)cc2)cc(N2CCCC2)n1	0.4
Cc1cc(CC(C)NC(=O)c2cnc(-c3cccnc3)nc2)n[nH]1 (stereo not given)	-9.0
COC(=O)C1Cc2nc[nH]c2CN1Cc1ccc(Sc2ncccn2)o1 (stereo not given)	3.1
CCC(=O)Nc1cccc(C(=O)NCc2ccccc2-n2ccnc2)c1	-2.8
CCOC(=O)c1sc(=NC(=O)c2ccc(F)cc2)n(C)c1C	-2.7
CCOc1cc(C)c(C)cc1S(=O)(=O)NCc1ccco1	8.1
O=C(O)Cc1cc(Cl)cc(Cl)c1Sc1ccccc1	-8.2
CCOC(=O)N/N=C1/CC(C(=O)OC)CS1 (stereo not given)	-11.4
Clc1ccc(Nc2nc(C3CC3)cs2)cc1	5.2
CON=C(CCC(=O)O)c1cccs1	-0.2
Nc1cc(C(F)(F)F)ccc1O	-3.2

(listing goes on)
SMILES	mcGAS RapidFire
CCOC(=O)Cc1csc(N=Cc2nc(-c3cccc(OC)c3)oc2O)n1	-11.9
O=c1sc(Nc2ccccc2)nc2ccccc12	-11.5
Cc1cc(C)c(CN2CCCN(c3ccc(N)cc3)C2=O)c(C)c1	-1.2
CN(CC1CCCCO1)C(=O)c1ccc2nc(C3CCCCC3)oc2c1 (stereo not given)	-6.2
CN(C)c1ccc(/C=C/C(=O)Nc2ccc(-n3cccn3)cc2)cc1	-3.9
CC(C)Cc1ncc2c(n1)CN(C(=O)C1=CCCC1)C2	-25.0
OCCSc1nnc(-c2c[nH]c3ccccc23)n1C1CC1	-6.4
CCN(CC)CCNc1nc2c(OC)ccc(Cl)c2s1	-30.6
C#CCN(CC#CC)C(=O)C(C)n1nc(C)cc1C (stereo not given)	-7.5
Cc1ccn2c(=O)c(NC(=O)COc3ccccc3)c(C)nc2c1	23.4
CCc1nc(C)sc1CNC(=O)c1c(O)cccc1O	-11.4
O=C(NCCc1nc(-c2ccccn2)cs1)C1CC=CCC1 (stereo not given)	-5.8
CC1C(=O)SC2(CCCCC2)N1c1ccc(Cl)cc1 (stereo not given)	-10.1
COC(=O)C[C@@]1(C(=O)OC)N[C@H](c2ccc(O)cc2)[C@@H]2C(=O)N(C)C(=O)[C@@H]21	-6.5
Cc1c(C)c(C)c(S(=O)(=O)N2CCN(C(=O)CNC(=O)C3CC3C)CC2)c(C)c1C (stereo not given)	0.5
NC(=O)C1CCN(C(=O)c2cc(S(=O)(=O)N3CCc4ccccc4C3)ccc2Cl)CC1	1.5
CNC(=O)CSc1nc2c(cnn2Cc2ccc(F)cc2)c(=O)[nH]1	-4.3
O=C(c1cccn1Cc1cccs1)N1CCC(c2ccccc2)C1 (stereo not given)	-38.4
COc1ccc(C2CC2C(=O)N(C)c2cc(C(C)C)[nH]n2)cc1 (stereo not given)	-3.1
Cc1ccccc1C(=O)NC(C(N)=O)P(=O)(OC(C)C)OC(C)C (stereo not given)	-0.6
Cc1sc2nc(CSc3nnc(-c4cccs4)n3C3CC3)[nH]c(=O)c2c1C	-9.9
OC1(C(F)(F)F)NN=C2C=Cc3ccccc3N21 (stereo not given)	-4.1
COCCn1c(C)cc(O)c(C(c2ccc(Cl)cc2)N2CCN(c3ccccc3F)CC2)c1=O (stereo not given)	-9.4
CCN(CC)C(=O)C(NC(=O)c1ccccc1NC(=O)C(C)(C)C)C(C)C (stereo not given)	-11.8
CCN1CCc2nc(NC(=O)CNC(=O)COc3ccccc3)sc2C1	1.1
O=C(NC1(C(F)(F)F)C(=O)Nc2c1c(=O)[nH]c(=O)n2-c1ccc(Cl)cc1)c1ccco1 (stereo not given)	-3.5
Cc1ccc2c(c1)CCCN2C(=O)CN(C)C(C)c1ccon1 (stereo not given)	-12.6
CN(C)c1ccc(C(F)(F)F)cc1NC(=O)NC1CCCCC1O (stereo not given)	-7.9
COc1ccc(Br)cc1S(=O)(=O)NCc1ccccc1Cl	8.6
C#Cc1cccc(N(CC)S(=O)(=O)c2ccc(C(=O)O)cc2)c1	-25.9
CCN(Cc1csc(C)n1)C(C)c1cccc(O)c1 (stereo not given)	2.9
Cc1cc(Nc2cccc(C(F)(F)F)c2)n2ncc(C#N)c2n1	-12.3
CS(=O)(=O)N1CCCN(C(=O)c2ccccc2C(=O)c2ccccc2)CC1	-3.1
COc1cc(Br)cc(/C=N\NC(=O)CCC(=O)Nc2ccc(Cl)cc2C)c1O	-5.7
Cn1c2c(c(=O)n(C)c1=O)C(c1cccc(C(F)(F)F)c1)C1=C(N2)c2ccccc2C1=O (stereo not given)	-6.0
O=c1ccc(-c2ccco2)nn1Cc1ccc(F)cc1	-8.6
C[N+]1(Cc2ccco2)Cc2ccccc2C1	-1.5
CCCNC(=O)Cn1nnc(-c2ccc(Cl)cc2)n1	-11.1
C=CCOc1cccc(/C=N\NC(=O)C(=O)Nc2ccccc2OC)c1	-11.5
CC1CCC(N(C)C(=O)C2CCCN(c3ccccn3)C2)CC1 (stereo not given)	-6.0
CC1CNC(=O)CCN1C(=O)c1cn2cc(Cl)ccc2n1 (stereo not given)	-7.7
Cc1ccc(Oc2ncccc2CNC(=O)c2ccc3nccnc3c2)cn1	-45.4
O=C(N=C1N=C2C=CC(Cl)=CN2Cc2ccccc21)c1ccccn1	-15.6
CC(C)c1ccc(Cc2nnc(NC3CCCC3)[nH]c2=O)cc1	-12.1
Cc1cccc(NC(=O)N2CCOCC(CN(C)C)C2)c1C (stereo not given)	1.4
CN(C(=O)Cn1nc(C2CC2)c2cnn(-c3cccc(Cl)c3)c2c1=O)c1ccccc1	-1.9
CCC(CC)C(CNC(=O)NCc1ccc(Cl)cc1)N1CCOCC1 (stereo not given)	-6.1
Cc1ccc(CN(CCCO)C(=O)c2ccc3ncsc3c2)s1	-17.2
CCN(CC)c1ccc(C2NC(=O)NC(C)=C2C(=O)OCc2ccc(OC)cc2)cc1 (stereo not given)	-11.5
CC(C)(C)NC(=O)c1ccc2c(c1)C1C3CCC(C3)C1C(c1ccccc1)N2 (stereo not given)	4.0

Later entries
SMILES	mcGAS RapidFire
COc1cccc(CN2CCCC(NC(=O)c3c(C)cc(C)[nH]c3=O)C2)c1 (stereo not given)	-11.9
CC(=O)N1CCCC1C(=O)OC1CCC(C(C)(C)C)CC1 (stereo not given)	-12.8
Cc1ccc(C2(O)CCN(Cc3cnc(NCC4CCCO4)nc3)CC2)nc1 (stereo not given)	-11.2
COc1cc(C)c(NC(=O)CCc2nc(-c3ccsc3)no2)cc1OC	8.8
CC1CN(C)CCN1CC(=O)Nc1nc(-c2cccs2)cs1 (stereo not given)	-11.0
Cc1cccc(C)c1-c1ccc(-c2nn[nH]n2)cc1	0.2
COc1ccc(C(c2c(NC(=O)c3ccco3)sc(C)c2C)N2CCCC2)cc1 (stereo not given)	-0.9
COc1ccc(OC)c(-c2nnc(NC(=O)c3nn(C)cc3C)o2)c1	-0.2
O=S(=O)(NC1CCCC1)c1ccc(N/N=C\C2CC=CCC2)nc1 (stereo not given)	-0.8
Cc1ccc(S(=O)(=O)N2CCOCC2)cc1-c1nc2ccccc2s1	4.1

Part of the list above, with bars between the fields.
structure | mcGAS RapidFire
Cc1ccc(S(=O)(=O)N2CCOCC2)cc1-c1nc2ccccc2s1 | 4.1
Cc1cccc(C)c1-c1ccc(-c2nn[nH]n2)cc1 | 0.2

(listing goes on)
SMILES	mcGAS RapidFire
Nc1n[nH]c(-c2ccc(Cl)cc2)n1	6.5
CCOC(=O)c1cc([N+](=O)[O-])sc1NC(=O)c1ccccc1Br	-3.3
CC(C)(C)N(Cc1ccccc1)C(=O)Cn1ccsc1=N	-5.7
O=C(CS(=O)Cc1cccc(F)c1)NCC1CC1 (stereo not given)	4.7
Cn1cc(-c2cc(C(=O)N3CCCN(c4ncccn4)CC3)c3ccccc3n2)cn1	-4.5
O=C(c1ccc(-c2ccccc2)c(F)c1)C1CCCN(C(=O)CCN2CCCO2)C1 (stereo not given)	-4.5
COc1ccc2nc(C(=O)NCC(C)c3ccccc3)ccc2c1 (stereo not given)	0.8
C=Cn1cc(C2CC(=O)Nc3n[nH]c(-c4ccc(OC)cc4)c32)cn1 (stereo not given)	-8.8
COCC(=O)Nc1ccc(F)cc1OCC1CC1	-1.9
CNC(=O)[C@@H]1C[C@@H](N)CN1Cc1cc(C)n(-c2cccnc2)c1C	-0.7
CCCCc1n[nH]c(=O)n1Cc1cccc(C)c1	-19.0
CCN(CCN1CCCC1)C(=O)c1sccc1Cl	-2.2
CCC(C)c1ccccc1NC(=O)C1=NC=CN2CCS(=O)(=O)N=C12 (stereo not given)	-10.0
CCCCCCCC[n+]1cccc2ccccc21	-7.8
Cn1c(=O)c2[nH]c(N3CCCCCC3)nc2n(C)c1=O	-0.1
Cc1oc2nc[nH]c(=O)c2c1C(=O)N(C)Cc1cccc(C(F)(F)F)c1	-14.9&-1.6
N#Cc1cccc(OCCN2CCC(C(=O)N3CCOCC3)CC2)c1	-38.6
N#Cc1ccc(CS(=O)CCOc2ccc(Cl)cc2Br)cc1 (stereo not given)	-3.4
CCOc1ccc(CN(C)Cn2[nH]c(C(C)C)nc2=S)cc1OC	-0.4
CCCCCCCCn1ncc(O)c(Cl)c1=O	-40.6
CCn1c(CC2CCN(C/C=C/c3ccc(F)cc3)CC2)nn(C)c1=O	2.2
Cc1cccc(C)c1NC(=O)N=C1CCCN1C	-28.4&-2.4
CCc1cccc(CC)c1-n1c(CNC(=O)c2ccco2)nnc1SCC(=O)Nc1nc2ccccc2s1	-4.8
NC(=O)c1ccc(NC(=O)NC2CCCC2)c(F)c1	-6.0
CC1(C)Cc2nc(Cl)c(C#N)cc2CO1	-2.3
COc1ccccc1N1CCN([C@H]2CN(C(=O)c3ccc[nH]3)C[C@@H]2O)CC1	-22.6
CCCCNCC(=O)N1c2ccccc2-n2cccc2C1c1ccc(C)cc1 (stereo not given)	-6.9

Bioassay records as filed in PubChem BioAssay.
